Screens (PubChem)
Pf gametocyte: late stage P. falciparum gametocyte viability inhibitors, primary screen, ATP luminescence, HTS. inhibition, % at 10.9 µM. 150,000 tested, 0.065% active. P. falciparum stage V gametocytes, 24 h;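 active = inhibition above the mean plus 3 SD of compounds within the control limits, set per campaign, cut at about 38% in these data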;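 also: 0% = DMSO wells and 100% = medium only without gametocytes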
Mcl1 Bid PPI: Mcl-1/Bid binding inhibitors, primary screen, biochemical, TR-FRET, 1536-well; Induced myeloid leukemia cell differentiation protein Mcl-1 (Homo sapiens), Q07820; TR-FRET Mcl-1/Bid-Dy647 peptide binding; inhibition, % at 21.7 µM; 220,000 tested, 0.97% active; AID 1021, 2008;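 active = compounds that cut the binding signal by more than half at the single screening dose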;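 also: His-tagged Mcl-1 with europium anti-His antibody binding Bid BH3 peptide; 0% = Mcl-1 plus peptide wells and 100% = peptide-only wells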
Target sequence (Q07820 whole entry, looked up): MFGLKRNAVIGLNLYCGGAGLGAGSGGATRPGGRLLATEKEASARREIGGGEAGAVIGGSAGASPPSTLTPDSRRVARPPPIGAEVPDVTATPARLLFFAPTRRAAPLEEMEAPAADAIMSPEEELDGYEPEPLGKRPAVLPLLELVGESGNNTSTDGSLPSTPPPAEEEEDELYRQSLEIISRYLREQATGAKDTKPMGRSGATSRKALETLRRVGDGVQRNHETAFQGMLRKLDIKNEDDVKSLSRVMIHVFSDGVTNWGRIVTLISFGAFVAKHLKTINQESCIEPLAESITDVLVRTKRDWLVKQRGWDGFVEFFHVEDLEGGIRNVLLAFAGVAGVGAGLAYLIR
Rac1 act GTP bind: GTP binding modulators of activated mutant Rac1, primary screen, biochemical, bead-based flow cytometry, multiplex, fluorescent GTP | Ras-related C3 botulinum toxin substrate 1 (Homo sapiens), P63000 | GST-Rac1 activated beads; actives lie on both sides; 100% means binding = to untreated wells | percent activity (GTP binding), % at 10 µM | 190,000 tested, 0.11% active | AID 764, 2007;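 active = GTP binding at least 20 percentage points away from the 100% baseline, in either direction, so actives lie on both sides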
Mcl-1 Bim block: inhibitors of Bim peptide binding to Mcl-1, primary screen, biochemical, bead-based flow cytometry, multiplex | Induced myeloid leukemia cell differentiation protein Mcl-1 (Homo sapiens), Q07820 | Bim peptide-Mcl-1 binding | inhibition, % at 10 µM | 190,000 tested, 0.1% active; in the data active = inhibition above about 40%;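 also: 0% = no compound tracer wells and 100% = peptide blocker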
Rab7 wt GTP bind: modulators of GTP binding to Rab7, primary screen, biochemical, wildtype, multiplex bead flow cytometry. Rab7 GTPase wild type (dog), Bodipy-FL-GTP binding. GST-Rab7 beads, fluorescent GTP binding; actives lie on both sides; untreated = 100%, excess cold GTP = 0%. GTP binding activity (percent of control), % at 10 µM. 190,000 tested, 0.055% active. AID 758, 2007;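 active = fluorescent GTP binding to Rab7 beads changed by at least 20 points from the 100% baseline, either direction, mostly lower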;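 also: median green fluorescence of bound Bodipy-FL-GTP per Rab7 bead population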
Rab2 wt GTP: modulators of GTP binding to Rab2A wildtype, primary screen, biochemical, dog, bead-based flow cytometry, multiplex | 190,000 tested, 0.19% active | Ras-related protein Rab-2A (Canis lupus familiaris), P61105 | AID 760, 2007 | GTP binding activity, % at 10 µM | GST-Rab2 wt beads, Bodipy-GTP binding;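 active = GTP binding activity at least 20 points away from 100%, either lowered or raised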;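 also: 0% = beads with excess unlabeled GTP and 100% = no-compound control corrected for plate trend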
Avidin bead fluor: green autofluorescence of compounds with avidin beads – biophysical, 488/530 nm, flow cytometry, artefact control, profiling panel; fluorescence (KMESF) at 10 µM; compound fluorescence 488/530 nm; stronger effect = higher value; 220,000 tested, 0.38% active; in the data active = fluorescence above about 47; also: inactives centre near 10
Mcl1-Noxa inh: Mcl-1/Noxa binding inhibitors, primary screen, biochemical, TR-FRET, 1536-well; Induced myeloid leukemia cell differentiation protein Mcl-1 (Homo sapiens), Q07820; TR-FRET Mcl-1/Noxa peptide binding, 2 h; inhibition, % at 21.7 µM; 220,000 tested, 1.5% active;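 active = compounds that cut the protein-peptide binding signal by more than 50% relative to plate controls in a single-dose test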;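 also: His-tagged Mcl-1 with rhodamine Noxa BH3 peptide and terbium anti-His antibody; 0% = Mcl-1 plus Noxa peptide wells and 100% = peptide-only wells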
HRas wt GTP bind: modulators of GTP binding to HRas wildtype, primary screen, biochemical, bead-based flow cytometry, multiplex. GTPase HRas (Homo sapiens), P01112. GST-Ras wt beads, Bodipy-FL-GTP binding; actives lie on both sides. GTP binding activity, % at 10 µM. 190,000 tested, 0.14% active;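 active = GTP binding activity at least 20% away from the 100% baseline, either lowered as inhibitor or raised as activator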;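 also: 0% = unlabeled GTP competition control and 100% = no-compound control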
Target sequence (P01112 whole entry, looked up): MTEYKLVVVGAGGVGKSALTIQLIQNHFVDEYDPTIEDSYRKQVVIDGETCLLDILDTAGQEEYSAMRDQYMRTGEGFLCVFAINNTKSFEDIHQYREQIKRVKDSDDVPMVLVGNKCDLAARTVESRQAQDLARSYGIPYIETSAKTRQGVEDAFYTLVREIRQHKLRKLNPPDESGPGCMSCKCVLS
Rac1 wt modul: wildtype Rac1 GTP binding modulators, primary screen, biochemical, GST-Rac1 beads, flow cytometry, multiplex; Ras-related C3 botulinum toxin substrate 1 (Homo sapiens), P63000; fluorescent GTP binding; actives lie on both sides; 0 = cold GTP competed, 100 = untreated; GTP binding activity (% of control), % at 10 µM; 190,000 tested, 0.27% active;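 active = GTP binding activity at least 20 points away from the 100% control level, either lower or higher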
Cdc42 wt GTP: modulators of GTP binding to wildtype Cdc42, primary screen, biochemical, multiplex bead flow cytometry, Bodipy-GTP; Cell division control protein 42 homolog (Homo sapiens), P60953; GST-Cdc42 beads; actives lie on both sides; percent activity (GTP binding), % at 10 µM; 190,000 tested, 0.2% active; AID 761, 2007;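 active = percent activity GTP binding at least 20 points away from the 100% baseline, either down as inhibitor or up as activator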;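 also: median bead fluorescence of bound Bodipy-FL-GTP at 100 nM; 0% = excess unlabeled GTP control and 100% = no compound control; below 100% means less GTP binding so inhibitor and above means activator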
Target sequence (P60953 whole entry, looked up): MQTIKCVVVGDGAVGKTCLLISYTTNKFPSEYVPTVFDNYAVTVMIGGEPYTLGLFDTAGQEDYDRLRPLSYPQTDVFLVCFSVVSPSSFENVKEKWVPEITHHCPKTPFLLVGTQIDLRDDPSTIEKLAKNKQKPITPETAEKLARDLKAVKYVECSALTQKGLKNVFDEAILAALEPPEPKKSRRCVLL
Starred values were filed as active, the others as inactive; · = no result given.

SMILES	Pf gametocyte	Mcl1 Bid PPI	Rac1 act GTP bind	Mcl-1 Bim block	Rab7 wt GTP bind	Rab2 wt GTP	Avidin bead fluor	Mcl1-Noxa inh	HRas wt GTP bind	Rac1 wt modul	Cdc42 wt GTP
COc1ccc(CC(=O)Nc2cccc(-c3nnc(-c4ccc(C)cc4)o3)c2)cc1OC	13	6	100	3	101	103	34	25	102	105	105
Cc1cc(C)nc(SCc2ccc(C(=O)N/N=C/c3ccccc3C(=O)O)cc2)n1	-1	3	94	-1	101	94	29	21	96	92	93
Cc1cc(NC(=O)c2cc(CC(C)C)on2)n(-c2ccccc2)n1	·	-1	98	0	100	99	23	-5	100	103	101
CCOC(=O)c1c(C)[nH]c(C(=O)CN2CCOCC2)c1C	·	-38	99	-3	98	101	12	-2	99	108	101
FC(F)(F)C(Oc1nc(NC2CCCCC2)nc(N2CCOCC2)n1)C(F)(F)F	29	-20	99	-2	99	98	10	20	100	101	99
O=C1C2C3C=CC(C3)C2C(=O)N1Cc1ccccc1 (centres undefined)	·	-28	99	2	103	102	14	10	103	104	103
CC(C)(C)C(=O)Nc1nnc(SCC(=O)Nc2ccc3c(c2)OCO3)s1	·	-10	98	-4	98	99	7	-6	98	102	97
CCOC(=O)c1[nH]c2ccc(C)cc2c1N=C(C)N(C)C	·	-31	99	0	102	103	17	8	102	108	102
N#Cc1c(N)n(CCNC(=O)c2ccccc2)c2nc3ccccc3nc12	9	17	93	5	90	92	3	33	92	88	93
C=CCSc1nc(N)c(C#N)c(-c2ccc(C)cc2)c1C#N	-7	27	86	2	94	87	23	25	85	78*	78*
COc1ccc(NC(=O)CSc2nc(N)c(C(=O)Nc3ccc(N(C)C)cc3)s2)cc1	·	-16	100	0	103	101	35	26	101	103	102
COc1cc(OC)cc(C(=O)NCC(=O)OCC(=O)C(C)(C)C)c1	-8	-13	101	0	102	105	11	0	104	105	104
Cc1nn(Cc2ccccc2)c(C)c1/C=N/NC(=O)CNc1cccc(C(F)(F)F)c1	4	4	98	1	101	97	7	24	99	99	99
Cc1ccc(CNC(=O)C2CCCN(c3nn4c(=O)cc(C)nc4s3)C2)cc1 (centres undefined)	1	-25	94	-1	104	94	14	5	98	97	98
Cn1nnnc1SCC1=C(C(=O)O)N2C(=O)C(NC(=O)C3CC3c3ccccc3)C2SC1 (centres undefined)	-60	-56	94	3	96	96	9	26	92	96	94
O=C(CN(c1ccccc1)S(=O)(=O)c1ccc(F)cc1)N1CCCCCC1	15	3	96	6	97	97	14	0	97	93	99
Cn1c(Oc2ccccc2NCc2cc(Br)ccc2O)cc(=O)n(C)c1=O	-61	-33	93	5	92	90	14	22	90	87	90
O=C(Nc1cccc2c1CCCC2)c1ccco1	·	1	93	-3	94	92	12	·	93	90	92
Cc1cc(C)c(S(=O)(=O)N2CCN=C2c2ccccc2)cc1C	23	-3	96	-2	101	98	8	-14	98	98	100
Cc1ccc(C(=O)Nc2ccccc2C(=O)NC(CC(=O)O)C(=O)O)cc1 (centres undefined)	·	8	99	-6	97	97	22	24	101	104	100
COc1ccc(S(=O)(=O)N2CCOCC2)cc1C(=O)Nc1nc2ccccc2s1	·	-17	81	5	83	72*	13	·	75*	75*	81
Cc1n[nH]c(C)c1S(=O)(=O)N(CC(=O)Nc1ccc2c(c1)OCCO2)c1ccc(C(C)C)cc1	·	4	95	-3	99	100	7	16	97	97	99
O=S1(=O)C=C(SCCN2CCCC2)c2ccccc21	·	-10	99	0	99	99	8	15	100	100	99
Cc1cc(C)c2c(n1)sc1c(=O)[nH]c(SCc3ccccc3)nc12	-21	2	95	-2	100	97	9	7	98	96	98
CCCN1CCN(CCCNC(=O)C2CCN(c3nnc(-n4cccc4)s3)CC2)CC1	·	-22	98	-1	101	100	7	6	99	101	99

Sorted by the number under Avidin bead fluor (smallest number first): some entries from above
SMILES	Mcl1 Bid PPI	Mcl-1 Bim block	Rab7 wt GTP bind	Rab2 wt GTP	Avidin bead fluor	Mcl1-Noxa inh	HRas wt GTP bind	Cdc42 wt GTP
Cc1nn(Cc2ccccc2)c(C)c1/C=N/NC(=O)CNc1cccc(C(F)(F)F)c1	4	1	101	97	7	24	99	99
Cc1cc(C)c2c(n1)sc1c(=O)[nH]c(SCc3ccccc3)nc12	2	-2	100	97	9	7	98	98
Cc1cc(NC(=O)c2cc(CC(C)C)on2)n(-c2ccccc2)n1	-1	0	100	99	23	-5	100	101

The listing continues.
SMILES	Pf gametocyte	Mcl1 Bid PPI	Rac1 act GTP bind	Mcl-1 Bim block	Rab7 wt GTP bind	Rab2 wt GTP	Avidin bead fluor	Mcl1-Noxa inh	HRas wt GTP bind	Rac1 wt modul	Cdc42 wt GTP
Cc1ccc(-c2nc(CN(CC3CCC3)CC3CCCO3)c(C)o2)s1 (centres undefined)	-2	-61	96	3	96	97	9	-4	94	95	97
CCN(CC)S(=O)(=O)c1cc(C(=O)OCC(=O)NC2CCCc3ccccc32)ccc1C (centres undefined)	·	-4	101	-5	98	102	15	8	102	101	100
CCc1nc2sc(C)c(C)c2c(=O)n1CCO	·	-6	99	-2	102	102	52*	24	102	104	103
COc1ccc(CC(C(=O)Nc2cc(C)ccc2C)/C(N)=N/O)cc1 (centres undefined)	3	1	102	3	100	101	5	9	103	103	101
CSc1nnc(Cc2sc(-c3ccccc3)nc2-c2ccccc2)o1	17	-25	100	-1	100	101	33	7	101	104	101
O=[N+]([O-])c1ccc(N2CCCC2)cc1NC1CC1	20	-53	97	5	98	100	16	-19	98	101	100
CN(C)c1ccc(CNCCC2CCOC(C)(C)C2)cc1 (centres undefined)	·	-6	100	0	103	104	5	23	102	104	102
CC(C)CC(COCc1ccc(F)cc1)N1CCN(C(=O)c2cccc(C(F)(F)F)c2)CCC1=O (centres undefined)	-4	4	97	-2	100	97	10	4	99	98	100
C=CCNc1nc(-c2ccc(OC)cc2OC)cs1	-5	15	96	-4	96	96	38	19	98	98	98
CC1C/C(=N/NC(=O)c2ccc(CSc3nc4ccccc4[nH]3)cc2)CC(C)(C)C1 (centres undefined)	0	-7	102	-5	101	102	13	-2	102	109	100
COc1ccc(CCN2C(=NC(=O)CCC(=O)O)SC3CS(=O)(=O)CC32)cc1 (centres undefined)	·	2	98	-7	98	100	26	4	98	100	100
C=CCN1C(=O)N(/C=C/C)c2cccc3cccc1c23	-29	-23	102	0	102	102	7	-6	102	103	101
CCCCNC(C(=O)Nc1ccc([N+](=O)[O-])cc1Br)c1ccccc1 (centres undefined)	-8	21	102	-2	101	103	15	37	104	106	101
Cc1ccc(S(=O)(=O)Nc2ccc3nc(-c4cccn4C)[nH]c3c2)cc1	·	-59	98	-4	96	100	7	41	99	104	101
CCOC(=O)c1sc2nc(CN3CCCCC3)nc(Cl)c2c1C	·	-4	98	-1	107	100	13	19	100	99	97
Cc1ccc(C(=O)c2ccccc2C(=O)OCC(=O)Nc2cccc([N+](=O)[O-])c2)cc1	·	4	99	-4	101	99	11	-3	95	97	96
CCn1nnc(-c2ccc(N)cc2)n1	·	-6	96	0	94	96	14	26	96	97	98
CCOC(=O)c1cn(-c2ccc(F)c(F)c2F)c2c(F)c(F)c(F)cc2c1=O	·	-39	99	0	97	98	10	-4	101	103	93
C=CCNC(=S)N/N=C(\C)c1ccccn1	-10	-43	100	-5	100	97	12	4	102	102	99
O=C(COC(=O)c1cccc(NS(=O)(=O)c2ccc(F)c(F)c2)c1)NC(=O)NC1CCCC1	8	-2	100	-10	99	99	12	17	99	101	99
Cc1cccc(NC(=O)c2ccccn2)c1C	·	-16	98	-1	101	101	24	22	105	107	104
O=C(O)c1ccc(OCCn2ccnc2)cc1	·	27	99	-6	105	104	38	13	104	103	105
COc1ccc2c(c1)c(=O)oc1cc(OCC(=O)NC3CCCCC3)ccc12	·	15	93	-4	93	94	33	28	96	91	93
Cc1sc2nc(SCC(=O)N(CCO)CCO)nc(N)c2c1C	-9	4	99	0	104	98	6	22	98	102	97
Cc1ccccc1Sc1c(C#N)c(-c2ccccc2)nn1C	·	6	97	0	101	102	11	12	101	103	99

Quoted from the listing:
Result for Cc1sc2nc(SCC(=O)N(CCO)CCO)nc(N)c2c1C in Cdc42 wt GTP: 97
Result for C=CCN1C(=O)N(/C=C/C)c2cccc3cccc1c23 in Rab2 wt GTP: 102
Result for CCOC(=O)c1cn(-c2ccc(F)c(F)c2F)c2c(F)c(F)c(F)cc2c1=O in Mcl1 Bid PPI: -39
Result for Cc1cccc(NC(=O)c2ccccn2)c1C in Cdc42 wt GTP: 104

Additional records follow:
SMILES	Pf gametocyte	Mcl1 Bid PPI	Rac1 act GTP bind	Mcl-1 Bim block	Rab7 wt GTP bind	Rab2 wt GTP	Avidin bead fluor	Mcl1-Noxa inh	HRas wt GTP bind	Rac1 wt modul	Cdc42 wt GTP
CCOc1ccc2nc(N3C(=O)/C(=C/c4ccc(Cl)cc4)NC3=S)sc2c1	·	93*	94	-5	97	95	10	86*	95	98	98
Cc1sc2nc(SCC(=O)N(C)Cc3ccccc3)n(-c3ccccc3)c(=O)c2c1C	·	9	99	10	101	100	8	0	102	104	102
COC(=O)c1ccc2nc(NC(=O)C(C)(C)C)sc2c1	·	-2	97	-2	106	97	23	-19	99	98	97
COc1ccc(NC(=O)c2cc(S(=O)(=O)N3CCS(=O)(=O)CC3)ccc2Cl)cc1	3	-8	96	0	100	99	3	6	99	100	97
COC(=O)CN(c1nc(C)c(Br)c(OC)n1)S(=O)(=O)c1ccc(C)cc1	·	-31	98	0	101	98	12	9	98	103	100
CN(C(=O)c1cccc(COc2ccc(Cl)cc2Cl)c1)c1ccccc1	-2	5	97	-7	93	96	7	19	94	106	97
Cn1c(=O)c2c(nc(CN3CCN(C(=O)c4ccco4)CC3)n2CCc2ccccc2)n(C)c1=O	·	-10	99	-3	95	97	20	19	97	103	98
CCC(=O)c1ccc(/C=C/c2nc3ccccc3n2C)o1	·	-22	94	0	108	99	9	15	100	101	96
